Screening results from PubChem.
GPR55 antagonists: GPR55 antagonists blocking LPI-driven arrestin recruitment, primary screen, imaging, U2OS, beta-arrestin-GFP, LPI agonist (AID 2013); U2OS GPR55 beta-arrestin-GFP translocation imaging, LPI antagonism; higher % means a stronger effect; one-dose inhibition, % at 10 µM; IC50 in µM for titrated hits; 290,000 compounds, 0.13% hits;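 active = spots per cell inhibited over 60%, with over 100 cells counted and total cytoplasm intensity under 500,000; inconclusive = wells with under 100 cells, flagged as likely toxic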;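 note: U2OS cells stably carrying GPR55 and arrestin-GFP stimulated by 5 µM LPI near EC80; imaged beta-arrestin-GFP aggregate spots per cell after agonist stimulation; plate controls were LPI-stimulated DMSO wells for no effect and DMSO wells without LPI for full effect; some results filed as inactive read as strong as hits; confirmed hits need IC50 under 10 µM and bright autofluorescent wells are also inconclusive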
GPR55 beta-arrestin: GPR55 agonists via beta-arrestin recruitment, primary screen, imaging, U2OS cells, beta-arrestin-GFP redistribution (AID 1961) | 290,000 compounds, 0.048% hits | activation, % at 10 µM, or EC50 in µM where a hit was titrated | U2OS GPR55 beta-arrestin-GFP redistribution imaging; higher % means a stronger effect;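 active = activation above 40% with more than 50 cells counted in the well; inconclusive = wells holding fewer than 50 cells, flagged as toxic or sparse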;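 note: U2OS osteosarcoma cells stably expressing GPR55 and beta-arrestin-GFP; plate controls were DMSO negative control for no effect and LPI positive control for full effect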
KOR beta-arrestin-1: KOR agonists, beta-arrestin recruitment, primary screen, cell-based, luminescence, uHTS (AID 1777). 280,000 compounds, 0.02% hits. KOR beta-arrestin recruitment, luminescence; higher % means a stronger effect. one-dose activation, % at 10 µM; EC50 in µM for titrated hits; in the data active = activation above about 50%, passing the limit was not always enough; note: a part of the inactive calls stands beside numbers as strong as those of hits
T cell HTS: modulates CD8 T cell binding to vesicles; 2C CD8+ T cell-vesicle binding, flow cytometry; hits give low values; calls only at 7 µM; 330,000 compounds, 0.068% hits; AID 2052;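 active = response, share of CD8 T cells binding vesicles, and their 90th percentile fluorescence all below set limits, cut at about 80% in these data, passing the limit was not always enough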
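Test system: purified 2C TCR transgenic mouse naive CD8+ T cells. Probe or stimulus: QL9-peptide-loaded Drosophila micro-vesicles bearing Ld, ICAM-1 and B7-1. Incubation: binding step 1.5 h, 37 °C, antibody labelling 20 min, ice. Measured by: flow cytometry of vesicle-bound cells.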
HEK293 NOD2/NF-kB: NOD2 signaling inhibitors, cell-based, luminescence, uHTS, HEK293 (AID 1566); HEK293 NOD2/NF-kB luciferase reporter, luminescence; higher % means a stronger effect; inhibition, % at 4 µM, or EC50 in µM where a hit was titrated; 290,000 compounds, 0.63% hits; note: many of its hits are not listed in these tables
Myeloid diff 2: promotes myeloid progenitor differentiation | 360,000 compounds, 1% hits | AID 624256 | calls only at 10 µM | ER-HoxA9 myeloid progenitors, lysozyme-GFP differentiation, flow cytometry;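 active = normalized GFP-positive differentiation at or above the plate's own cutoff, the solvent-only control mean plus 3 SD; inconclusive = no clear call, values can overlap the other calls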;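 note: cells exposed to compound for four days before flow analysis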
NTR1 ag: agonists of NTR1, primary screen, imaging, U2OS cells, beta-arrestin-GFP, high content (AID 493036); 330,000 compounds, 0.17% hits; activation, % at 20 µM; NTR1-U2OS beta-arrestin-GFP spot imaging, agonist mode;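 active = activation at or above 40% of the spot to cytoplasm intensity ratio, with at least 20 cells analyzed; inconclusive = wells under 20 cells, flagged as cytotoxic or low count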;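 note: 0% = DMSO without peptide and 100% = 100 nM NTR1 peptide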
Target sequence (P30989 whole entry, looked up): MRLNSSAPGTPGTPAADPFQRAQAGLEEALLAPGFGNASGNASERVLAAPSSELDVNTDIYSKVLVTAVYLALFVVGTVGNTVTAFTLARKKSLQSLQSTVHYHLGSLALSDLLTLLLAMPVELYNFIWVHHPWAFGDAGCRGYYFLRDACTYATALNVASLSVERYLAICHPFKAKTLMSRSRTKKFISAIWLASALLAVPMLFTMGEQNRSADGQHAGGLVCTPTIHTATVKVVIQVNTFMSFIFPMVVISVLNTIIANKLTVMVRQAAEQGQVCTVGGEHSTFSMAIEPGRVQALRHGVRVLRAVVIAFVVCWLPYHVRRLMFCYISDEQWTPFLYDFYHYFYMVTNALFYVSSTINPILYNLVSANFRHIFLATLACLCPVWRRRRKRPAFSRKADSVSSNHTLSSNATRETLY
KOR beta-arrestin-2: kappa opioid receptor blockers – cell-based, luminescence, uHTS (AID 1778); 290,000 compounds, 0.091% hits; KOR beta-arrestin recruitment, luminescence, antagonist mode; higher % means a stronger effect; one-dose inhibition, % at 10 µM; IC50 in µM for titrated hits; note: strong numbers were not always called active
NOD1 NF-kB reporter: NOD1 signaling inhibitors, primary screen, cell-based, luminescence, uHTS (AID 1578) | NOD1-driven NF-kB luciferase reporter cells, luminescence; higher % means a stronger effect | 290,000 compounds, 1% hits | one-dose inhibition, % at 4 µM; EC50 in µM for titrated hits; in the data active = inhibition mostly above about 36%, no sharp cut-off; inactive = mostly below about 34%;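 note: HEK-293T reporter cells stimulated with the NOD1 agonist gamma-tri-DAP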
T cell HTS vesicle-bound %: also measured in T cell HTS; calls as there; double positive events, %; measured here: CD8+ vesicle-bound cell fraction;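 binding gate set so that unloaded-vesicle control wells show 10% double positive cells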
NTR1 ag cell count 20 µM: also measured in NTR1 ag; calls as there; cell count; measured here: cell count, cytotoxicity flag
Myeloid diff 2 GFP+ MAC1+ %: also measured in Myeloid diff 2; calls as there; GFP+ MAC1+ double positive, %; measured here: differentiation confirmed by MAC1 staining
Numbers without * were called inactive; i = inactive; u = inconclusive; x = not tested or not shown; [ ] = remark or other dose. Cut-off read from the data, not from the text of the source, unless noted: active = inhibition above about 50%; inactive = the rest. These rows are one share of the data (hit frequency here may not be typical).

SMILES	GPR55 antagonists	GPR55 beta-arrestin	KOR beta-arrestin-1	T cell HTS	T cell HTS vesicle-bound %	HEK293 NOD2/NF-kB	Myeloid diff 2	Myeloid diff 2 GFP+ MAC1+ %	NTR1 ag	NTR1 ag cell count 20 µM	KOR beta-arrestin-2	NOD1 NF-kB reporter
NC(=O)CSc1nc(-c2ccccc2)nc2c1CCCC2	8%	0.1%	x	i	59	-11%	i	0.5	-1.6	59	1%[20 µM]	-15%
CSc1ccc(/C=N/N2CCN(Cc3ccccc3)CC2)cc1	-6%	-0.1%	x	i	53	-7%	i	0.4	3.5	22	-10%[20 µM]	-15%
CC1CN(C(=O)COC(=O)c2cc(Cl)ccc2Cl)CC(C)O1 (configuration not stated)	2%	-0.4%	-3.9%	i	18	10%	i	1.3	-0.2	50	2%	-22%
O=C(c1cc(COc2c(F)cccc2F)on1)N1CCN(C2CCCCC2)CC1	-12%	-0.2%	-1.9%	i	6	2%	u	x	-0.5	63	-15%	-9%
COc1cc(CN2CCNC(=O)C2CC(=O)N2CCCCO2)cc(OC)c1 (configuration not stated)	-21%	-0.2%	-1.4%	i	54	-8%	i	0.4	0.7	88	22%	-10%
OCCN1CCN(Cc2nc(-c3cccc(Cl)c3)no2)CC1	-10%	0.0%	-2.9%	i	57	1%	i	0.5	-1.6	98	1%	-38%
C=CCC(Nc1ccccc1)C12C=CC(O1)C(C(=O)OC)=C2C(=O)OC (configuration not stated)	10%	-0.2%	-6.8%	i	61	16%	u	x	2.6	49	-12%	27%
CCOC(=O)c1sc2ncn(CC(=O)N(CC)CC)c(=O)c2c1C	-4%	0.0%	5.0%	i	7	7%	i	1.0	0.6	56	-15%	-9%
Cc1cc(C)cc(NC(=O)CC2NCCNC2=O)c1 (configuration not stated)	-5%	0.2%	2.2%	i	15	16%	i	1.3	-0.1	44	9%	-6%
Cc1ccc(NS(=O)(=O)c2cccc3cccnc23)c(Br)c1	0%	-0.1%	-5.4%	i	17	22%	i	0.8	-0.1	73	-14%	-3%
COC(=O)c1[nH]c2ccccc2c1NC(=O)Oc1ccccc1	-5%	-0.2%	-9.1%	i	58	0%	i	1.4	1.0	55	35%	-17%
Cc1ccc(CSCC(=O)NCc2cccnc2)cc1	-4%	0.1%	1.7%	i	32	13%	i	0.1	0.7	54	-13%	-21%
Cc1ccc(OCCSc2nnc(-c3ccncc3)n2C)cc1	-8%	0.3%	3.4%	i	36	7%	i	0.0	0.6	75	22%	9%
O=C(NCCCc1ccccc1)c1ccc([N+](=O)[O-])cc1Cl	-11%	0.7%	-7.9%	i	60	-14%	i	0.3	1.8	52	36%[20 µM]	-48%
CN1CCN(/N=C/c2nc(-c3ccccc3)n3ccccc23)CC1	12%	-0.2%	0.9%	i	32	4%	i	0.7	0.4	64	34%	-18%
CCN(C(=O)c1cc2cc3ccc(C)cc3nc2o1)c1ccc(OC)cc1	9%	-0.2%	-0.2%	i	66	15%	i	0.5	1.0	56	10%	44%
COC(=O)Cn1cnc2c(nnn2-c2ccc(F)cc2)c1=O	-3%	-0.1%	-2.0%	i	29	0%	i	3.2	3.5	62	-11%[20 µM]	-15%
CC(NC(=O)c1ccccc1NC(=O)c1ccco1)c1ccccc1 (configuration not stated)	9%	0.6%	-3.7%	i	14	-62%	x	x	2.6	44	-19%	-19%
CCC(=O)Nc1ccc(Cl)c(NC(=S)NC(=O)c2ccco2)c1	10%	0.0%	1.0%	i	39	16%	i	0.1	2.8	83	6%	-27%
O=S(=O)(NN=C1CCCCCC1)c1ccc(Cl)cc1	8%	0.4%	-0.4%	i	7	-3%	i	2.7	0.6	65	-3%	-37%
O=C(CN1C(=O)NC2(CCCCC2)C1=O)NCCc1c[nH]c2ccccc12	-7%	-0.1%	-0.5%	i	20	-10%	i	1.3	0.9	55	13%	-16%
O=C(CN1C(=O)c2ccccc2C1=O)NN1C(=O)c2ccccc2C1=O	-5%	-0.3%	0.2%	i	14	16%	i	13	-0.8	66	23%	5%
CCCCCCC(=O)NC(Nc1ccc(S(N)(=O)=O)cc1)C(Cl)(Cl)Cl (configuration not stated)	9%	-0.1%	6.2%	i	27	6%	i	0.8	1.2	49	20%	14%
O=C(O)CCCNCc1ccccc1F	-2%	1.2%	0.9%	x	x	-1%	i	2.2	x	x	6%	-6%
CN(C)S(=O)(=O)c1ccc(NC(=O)COc2ncnc3c2cnn3-c2ccccc2)cc1	7%	0.5%	-4.5%	i	20	19%	i	0.4	2.1	53	-7%	13%
CC(C)N(C(=O)c1sc2cc([N+](=O)[O-])ccc2c1Cl)C(C)C	9%	-0.1%	0.8%	i	5	-13%	i	1.1	-1.5	68	7%	-10%
CCC(Sc1nc2ccccc2s1)C(=O)Nc1nnc(C)s1 (configuration not stated)	21%	-0.1%	-3.4%	i	44	15%	i	2.5	0.7	65	31%	-11%
Cc1ccc(S(=O)(=O)N2CCC(C(=O)N[C@H](C(=O)NCC3CCCO3)C(C)C)CC2)cc1 (some centres not stated)	-8%	0.2%	13%	i	13	-5%	i	1.0	-0.1	84	-30%	-20%
CC(Nc1nc(N2CCCCC2)nc2ccccc12)c1ccccc1 (configuration not stated)	22%	0.2%	-6.6%	i	39	-3%	i	0.8	26	95	-12%	-2%
Nc1cccc2c1C(=O)N(C(=O)c1ccc(Cl)c(S(=O)(=O)N3CCCCCC3)c1)C2=O	44%	-0.1%	-2.9%	i	34	-9%	i	0.3	-6.0	91	-32%	15%
C=CCOc1c(Br)cc(CNc2ccc(NC(=O)C(C)C)c(OC)c2)cc1OC	-30%	0.3%	6.1%	i	38	3%	i	0.9	3.2	59	-35%	18%
O=C(NCCC1=CCCCC1)NC12CC3CC(CC(C3)C1)C2	2%	-0.4%	-4.2%	i	5	-71%	i	0.7	2.1	89	12%	-46%
Cc1nc2cc(C(F)(F)F)ccc2n1C1CCN(CC(=O)N2CCCC2)CC1	-2%	-0.2%	1.0%	i	49	3%	i	0.3	-0.1	46	-13%	-22%
CC(=O)c1c(N2CCOCC2)nc(=S)n(-c2cc(C)ccc2C)c1C	3%	-0.1%	16%	i	19	-17%	i	7.0	0.2	43	23%	-26%
Cc1ccc2c(c1)N(CC(=O)NC1CCCC1)C(=O)CO2	-9%	1.0%	3.3%	i	26	-23%	i	0.4	1.2	43	-30%	-27%
O=C(Nc1ccc2c(c1)OCCO2)c1ccc(Br)o1	3%	-0.1%	5.5%	i	37	-137%	i	0.3	-3.5	79	-35%	-26%
Cc1cccc(N(CC(=O)NC2CCCC2)C(=O)CS(=O)CC(=O)Nc2ccc3c(c2)OCO3)c1C (configuration not stated)	0%	-0.4%	-1.3%	i	13	5%	i	1.0	0.1	73	7%	-25%
CCOC(=O)c1cc(-c2cccc(C(F)(F)F)c2)nc2nc(SC)[nH]c(=O)c12	2%	-0.3%	2.8%	i	46	15%	i	0.5	4.2	41	-5%	-11%
Cc1ccc(/C=C/C(=O)Nc2ccc(S(=O)(=O)Nc3onc(C)c3C)cc2)cc1	-6%	0.5%	-0.6%	i	32	11%	i	0.2	3.2	49	-7%	26%
CCCC(=O)Nc1nc(-c2ccc3c(c2)CCN3S(C)(=O)=O)cs1	-10%	-0.2%	1.2%	i	16	5%	i	3.3	2.0	49	0%	10%
O=C(CSc1nc(-c2ccc(F)cc2)cc(C(F)(F)F)n1)NCCN1CCOCC1	6%	-0.2%	-0.8%	i	51	16%	i	0.5	0.1	40	-32%	-19%
CCN(CC)C(=O)CCC(=O)Nc1ccc(C(=O)OC)cc1	-11%	0.2%	4.2%	i	28	-1%	i	1.3	-0.9	39	-20%	-9%
CN(C(=O)c1cc2c(s1)-c1ccccc1S(=O)(=O)C2)c1ccccc1F	2%	0.0%	2.1%	i	37	4%	i	0.7	0.9	63	20%	-6%

Compounds listed so far that have fluorine, in the order listed:
SMILES	GPR55 antagonists	GPR55 beta-arrestin	KOR beta-arrestin-1	T cell HTS	T cell HTS vesicle-bound %	HEK293 NOD2/NF-kB	Myeloid diff 2	Myeloid diff 2 GFP+ MAC1+ %	NTR1 ag	NTR1 ag cell count 20 µM	KOR beta-arrestin-2	NOD1 NF-kB reporter
O=C(c1cc(COc2c(F)cccc2F)on1)N1CCN(C2CCCCC2)CC1	-12%	-0.2%	-1.9%	i	6	2%	u	x	-0.5	63	-15%	-9%
COC(=O)Cn1cnc2c(nnn2-c2ccc(F)cc2)c1=O	-3%	-0.1%	-2.0%	i	29	0%	i	3.2	3.5	62	-11%[20 µM]	-15%
O=C(O)CCCNCc1ccccc1F	-2%	1.2%	0.9%	x	x	-1%	i	2.2	x	x	6%	-6%
Cc1nc2cc(C(F)(F)F)ccc2n1C1CCN(CC(=O)N2CCCC2)CC1	-2%	-0.2%	1.0%	i	49	3%	i	0.3	-0.1	46	-13%	-22%
CCOC(=O)c1cc(-c2cccc(C(F)(F)F)c2)nc2nc(SC)[nH]c(=O)c12	2%	-0.3%	2.8%	i	46	15%	i	0.5	4.2	41	-5%	-11%
O=C(CSc1nc(-c2ccc(F)cc2)cc(C(F)(F)F)n1)NCCN1CCOCC1	6%	-0.2%	-0.8%	i	51	16%	i	0.5	0.1	40	-32%	-19%
CN(C(=O)c1cc2c(s1)-c1ccccc1S(=O)(=O)C2)c1ccccc1F	2%	0.0%	2.1%	i	37	4%	i	0.7	0.9	63	20%	-6%
